DAX1 inh-1: blocks DAX1 repression of SF-1 activated StAR promoter | HEK293T StAR-luciferase reporter, SF-1/DAX-1 repression relief | inhibition, % at 6.8 µM | actives 1.1% (n = 370,000) | AID 652010;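 active means inhibition above the mean over all tested compounds plus 3 SD, cut at about 3.6% in these data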;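 further: 0% = DAX-1 cells with DMSO and 100% = cells lacking DAX-1 with DMSO; higher inhibition means more luminescence from relief of DAX-1 repression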
ADAM10 inh: ADAM10 inhibition, QFRET primary screen; O14672; recombinant ADAM10, EDANS/DABCYL FRET peptide cleavage, 3 h; inhibition, % at 7 µM; actives 0.62% (n = 370,000);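 active means inhibition above a per-campaign cutoff equal to the mean of compounds falling between control-based bounds plus 3 SD, cut at about 20% in these data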;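 further: 0% = DMSO wells while the 100% control is not disclosed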
Target sequence (O14672 214-748 limits assumed): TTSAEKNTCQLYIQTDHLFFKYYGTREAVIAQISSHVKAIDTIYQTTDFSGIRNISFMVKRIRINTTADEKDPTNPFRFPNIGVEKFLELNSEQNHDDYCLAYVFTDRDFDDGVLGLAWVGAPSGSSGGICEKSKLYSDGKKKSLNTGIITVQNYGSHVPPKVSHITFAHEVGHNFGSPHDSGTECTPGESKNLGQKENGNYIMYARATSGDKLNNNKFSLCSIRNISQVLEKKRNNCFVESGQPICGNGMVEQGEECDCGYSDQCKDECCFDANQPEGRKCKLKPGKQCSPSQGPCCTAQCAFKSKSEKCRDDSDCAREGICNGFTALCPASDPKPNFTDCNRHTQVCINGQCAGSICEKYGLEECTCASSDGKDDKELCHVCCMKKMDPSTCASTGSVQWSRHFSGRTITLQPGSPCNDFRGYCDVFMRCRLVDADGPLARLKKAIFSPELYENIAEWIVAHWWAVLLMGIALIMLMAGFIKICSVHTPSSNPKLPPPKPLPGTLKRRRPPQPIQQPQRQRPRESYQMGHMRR
SMARCA2 act: SMARCA2 function activation, primary screen; actives 1% (n = 370,000); MG213 cells, MMTV-luciferase reporter, dexamethasone, overnight; AID 652017; activation, % at 9.1 µM; in the data active means activation above about 7.8%;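 further: 0% = vehicle wells and 100% = reference activator wells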
ssDAF12 agonist: activators of S. stercoralis DAF-12 nuclear receptor | HEK293 ssDAF-12/GRIP1 lit1-tk-luc reporter, luminescence; % of 3 µM dafachronic acid response | activation, % at 6.8 µM | actives 1% (n = 370,000) | AID 652126;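 active means activation above the mean over all tested compounds plus 3 SD, cut at about 0.9% in these data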;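 further: 0% = DMSO-only wells and 100% = 3 µM delta7-dafachronic acid wells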
hgDAF-12 ag: activates the H. glycines DAF-12 receptor ligand-binding domain | actives 1.8% (n = 370,000) | activation, % at 6.8 µM | HEK293 GAL4-hgDAF12 UAS-luciferase reporter, agonist luminescence; normalized to butyrate control | AID 687014;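 active means activation above a cutoff set at the mean of all screened compounds plus 3 SD, cut at about 10% in these data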;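 further: 0% = DMSO wells and 100% = sodium butyrate wells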
hcDAF-12 act: activates DAF-12 receptor from parasite H. contortus; HEK293 hcDAF-12 lit1-tk-luc reporter, luminescence; 0% DMSO, 100% Δ7-dafachronic acid; activation, % at 6.8 µM; actives 1.4% (n = 370,000); AID 652067;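 active means activation above the mean of all tested compounds plus 3 SD, cut at about 5.5% in these data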;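 further: 100% = response to 3 µM Δ7-dafachronic acid high control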
NPR1 activator: GC-A (human) enzyme activation. actives 0.14% (n = 370,000). HEK293 GC-A cells, cGMP TR-FRET, EC30 ANP; 0% at EC30 ANP, 100% saturating ANP. AID 1671463. activation, % at 10 µM. P16066; in the data active means activation above about 40%
DAX1 inh-2: inhibits human nuclear receptor DAX1; AID 504766; HEK293 Gal4-DAX1 luciferase reporter, luminescence; actives 0.99% (n = 340,000); P51843; inhibition, % at 6.75 µM;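 active means inhibition above the mean over all tested compounds plus 3 SD, cut at about 4.2% in these data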;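 further: 0% = DAX1-transfected cells with DMSO and 100% = empty-vector control cells with DMSO; inhibition shows as a rise in luminescence from relieved DAX1 repression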
Target sequence (P51843 207-470 limits assumed): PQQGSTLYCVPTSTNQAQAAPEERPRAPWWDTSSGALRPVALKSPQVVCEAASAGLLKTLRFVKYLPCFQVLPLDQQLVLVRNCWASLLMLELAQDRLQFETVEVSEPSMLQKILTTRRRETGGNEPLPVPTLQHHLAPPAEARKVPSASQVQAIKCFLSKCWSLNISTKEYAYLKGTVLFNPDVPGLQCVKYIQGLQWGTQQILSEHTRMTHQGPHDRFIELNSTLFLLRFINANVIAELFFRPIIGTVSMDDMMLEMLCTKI
ADAM17 inh: inhibits human ADAM17; P78536; recombinant ADAM17, EDANS/DABCYL FRET peptide cleavage; inhibition, % at 6.95 µM; actives 0.83% (n = 370,000);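 active means inhibition above the mean of compounds lying between control limits plus 3 SD, set per campaign, cut at about 8.5% in these data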;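 further: 0% = DMSO-only wells as the low control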
FXN GAA850 act: frataxin GAA850 promoter activation. HEK293 lucGAA850 FXN promoter luciferase reporter, 24 h; percent of 10 µM SAHA response. activation, % at 6 µM. actives 0.56% (n = 360,000);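 active means activation above the average of all compounds screened plus 3 SD, cutoff fixed separately per campaign, cut at about 7.5% in these data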;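 further: 0% = DMSO wells and 100% = 10 µM SAHA wells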
PG9 binder: binds the HIV-1 gp120 antibody PG9 | inhibition, % at 6.7 µM | actives 0.43% (n = 360,000) | TR-FRET gp120-PG9 antibody binding | AID 624416; in the data active means inhibition above about 8.5%
Numbers without * were called inactive; i = inactive; · = no result given.

structure	DAX1 inh-1	ADAM10 inh	SMARCA2 act	ssDAF12 agonist	hgDAF-12 ag	hcDAF-12 act	NPR1 activator	DAX1 inh-2	ADAM17 inh	FXN GAA850 act	PG9 binder
COc1ccc(NC(=O)CSc2c3c(nc4ccccc24)CCCC3)c(OC)c1	-0.3	-9	-2	-0.7	-1.5	1.7	-10	3.8	-2	-2.8	-0.6
CC(C)CNC(=O)c1ccc(-c2ccc(F)c(F)c2)c2ccoc12	-0.5	-17	-2	-1.9	-0.2	-1.7	1	·	3	1.0	-1.5
Cc1ccc(NC(=O)c2ccccc2F)nc1	2.6	-491	4	0.3	14*	4.1	4	2.9	-137	1.8	1.2
CC(OC(=O)/C=C/c1ccccc1)C(=O)Nc1cccc(C#N)c1 (stereo not given)	0.3	4	1	-0.7	-1.4	0.9	-2	0.4	0	1.1	0.2
NC(=O)N/N=C/c1ccc(-n2nncc2-c2ccc(Cl)cc2)cc1	-0.5	-4	-1	-1.2	1.3	-2.1	-8	0.5	1	3.6	-2.4
Cc1ccc(S(=O)(=O)N2CCN(S(C)(=O)=O)C2c2ccccc2)cc1 (stereo not given)	0.8	-7	0	-1.1	1.5	-0.6	-2	-0.1	-1	0.4	-2.0
C=CCN1[C@H](Cc2ccccc2)COc2cccc(N3CCSCC3)c2S1(=O)=O	-0.6	9	0	-1.3	-1.9	-0.1	2	·	0	·	·
Cc1cc(C)c(S(=O)(=O)C(C)C)c(=O)[nH]1	0.8	-8	-1	-0.2	-0.5	0.1	2	0.4	-5	1.8	-2.6
COc1cc(OC)nc(Oc2ccccc2C(=O)Oc2ccccc2Cl)n1	-0.5	7	-2	-1.8	0.2	0.2	-14	0.7	3	-0.2	-0.3
O=C(CN1CCN(c2cccc(C(F)(F)F)c2)CC1)Nc1cccc(C(F)(F)F)c1	0.0	13	0	-1.1	-0.5	-1.0	4	-0.2	8.8*	0.4	0.3
COc1ccc(-n2c(=O)c3ccccc3n(Cc3ccccc3F)c2=O)cc1OC	-0.7	1	-2	-1.9	4.6	-1.6	21	-1.1	-4	1.0	0.6
CCCCNCC(=O)Nc1sc(C)c(C)c1C(=O)OCC	0.4	1	-1	-0.9	3.2	-0.8	1	0.1	-3	-2.1	0.5
COc1ccc(-c2ncc3ccccn23)cc1	2.2	-54	6	-0.6	7.4	2.5	-4	-0.1	-20	0.4	-1.4
Cc1ccc(N2C(=O)NC(NS(=O)(=O)c3ccccc3)(C(F)(F)F)C2=O)cc1C (stereo not given)	-0.7	-13	-2	-1.4	-2.9	-0.5	2	0.9	-4	-1.2	0.4
O=C(COC(=O)c1cccs1)NCCCc1ccccc1	0.0	-1	2	-1.4	-0.3	-0.7	-2	1.0	-1	1.5	2.0

Other structures:
structure	DAX1 inh-1	ADAM10 inh	SMARCA2 act	ssDAF12 agonist	hgDAF-12 ag	hcDAF-12 act	NPR1 activator	DAX1 inh-2	ADAM17 inh	FXN GAA850 act	PG9 binder
CN(C(=S)Nc1ccccc1F)C1(c2ccccc2Cl)CCCCC1=O (stereo not given)	-0.6	-1	0	-1.5	1.5	-0.3	0	-0.8	0	-1.1	-0.2
COc1ccc(-c2nc(C#N)c(N3CCC(C(N)=O)CC3)o2)cc1	-0.5	i	1	-1.2	0.7	0.3	0	0.9	-269	-0.7	-2.9
Cc1cc(C)cc(OCc2nnc(SCC(=O)NC3CC3)n2C)c1	0.0	-6	-3	-0.9	-2.1	0.1	2	0.0	-5	2.6	0.9
CCOC(=O)c1cc(-c2ccccc2)sc1NC(=O)CN1C(=O)c2ccccc2C1=O	-0.2	1	1	-0.8	0.0	-0.8	-1	2.7	-2	0.4	-1.1
Cc1cc(OC(C)C(=O)NCCCn2ccnc2)c2c(C)c(C)c(=O)oc2c1 (stereo not given)	1.0	-469	0	-1.0	0.9	0.7	-6	0.4	-147	0.7	-0.6
Cc1cccc(NC(=S)Nc2ccc(Oc3ccccc3)cc2)n1	-0.1	-10	-1	-2.0	1.1	-1.8	-3	-1.3	-2	3.0	0.5
C[C@@H]1CN([C@H](C)CO)C(=O)CCCn2nncc2CO[C@H]1CN(C)C(=O)Nc1ccc2c(c1)OCCO2	0.4	4	4	1.5*	6.7	5.4	4	·	1	·	1.3
O=C(c1ccc(Br)cc1)N1CCC(C(=O)N2CCN(c3ccccc3)CC2)CC1	-0.3	-8	-3	-1.1	0.8	-2.3	1	-0.4	-4	0.3	2.4
Cc1noc(NS(=O)(=O)c2ccc(N/C=C\C(=O)c3ccccc3)cc2)c1C	1.6	3	4	0.9	7.5	0.3	3	0.7	0	1.3	-1.5
Cc1c([N+](=O)[O-])c(C(=O)NC2CCCCC2)nn1C	-0.6	-9	-1	-1.0	-1.1	-1.9	3	-0.7	-1	0.9	0.8
COC(=O)c1c(C)[nH]c(C(=O)N2CCN(c3ccc(OC)cc3)CC2)c1C	-0.5	-4	-1	-0.9	-5.3	-2.1	-3	·	-3	·	1.6
OCCN(Cc1ccccc1)C(=S)Nc1ccc(F)cc1	-0.1	-2	-2	-0.8	2.5	-1.9	0	-1.6	-2	0.1	-0.1
O=C(NCc1ccccc1Cl)C1CCCN1C(=O)Nc1ccccc1 (stereo not given)	-0.1	-6	-4	-1.2	-2.2	-1.1	-2	-0.9	-6	-0.1	-0.3
O=C(O)c1ccc(CSc2nnc(-c3ccccc3Cl)n2-c2ccccc2)cc1	0.1	3	-3	-0.5	-3.7	-1.6	0	0.4	0	3.4	0.4
Cc1ccc(C(=O)NNC2=NCCC2)cc1	0.5	2	-3	0.1	-1.9	0.4	1	-0.8	-2	-0.5	-1.3

Next section
structure	DAX1 inh-1	ADAM10 inh	SMARCA2 act	ssDAF12 agonist	hgDAF-12 ag	hcDAF-12 act	NPR1 activator	DAX1 inh-2	ADAM17 inh	FXN GAA850 act	PG9 binder
CCN(C(=O)CSc1nnc(Cn2nnc3ccccc32)o1)c1nc(-c2ccccc2)cs1	0.5	-4	1	-1.1	-0.7	-0.7	-2	-0.8	-2	-0.6	-1.9
O=c1[nH]c2ccccc2n1C1CCN(CCOc2ccccc2)CC1	-1.4	-14	-5	-1.7	-4.1	-2.2	1	-1.1	-3	-1.1	-0.2
O=C(COC(=O)c1ccco1)Nc1cccc(S(=O)(=O)N2CCCCC2)c1	-0.3	1	2	-1.0	-0.7	-0.7	-4	-0.1	0	2.7	0.4
Cc1cc(Cl)ccc1NC(=O)COC(=O)c1cc([N+](=O)[O-])ccc1N1CCOCC1	-3.5	6	-1	-0.9	-0.4	-1.6	8	2.2	2	-1.0	0.2
Cc1n[nH]c(=O)n1-c1ccc(C(C)(C)C)cc1	-0.1	-8	-1	-0.1	1.6	-2.0	1	0.2	-5	0.4	-1.4
FC(F)(F)c1cnc2c(c1)[nH]c(=S)n2-c1ccc(Cl)cc1	-0.9	-3	-2	-1.4	-1.6	-0.9	0	-2.3	-7	-0.5	-1.4
COc1ccc(NC(=O)CN(C)C(=O)c2ccccc2SCC(=O)N2CCCC2)cc1	-1.1	-19	-2	-0.1	-0.3	-0.2	2	0.4	-4	1.0	-0.7
O=C(CCCNS(=O)(=O)c1cccc2nsnc12)N1CCCCC1	0.4	5	0	-0.8	0.1	-0.6	-1	-0.9	-2	-1.5	1.1
CC(C)C[C@H]1CNC(=O)C(=O)N1C[C@H](C)NC(=O)Cc1ccccc1	-0.3	6	2	-1.6	0.0	0.0	1	0.3	-3	1.1	-0.4
Cc1ccc(S(=O)(=O)N2CCC(C(=O)N3CC(C)OC(C)C3)CC2)cc1 (stereo not given)	1.6	1	0	-0.9	4.7	-0.5	-4	1.1	-1	-1.6	-2.0
CCOC(=O)N1CCN(Cc2cccs2)CC1	-0.7	9	5	-1.2	1.2	-1.2	0	-2.3	0	1.6	0.4
COCCSc1nnc(NC(=O)CS(=O)(=O)c2ccc(C)cc2)s1	0.2	-5	1	-0.6	0.9	-0.8	1	0.5	2	1.0	-1.3
CN(C)CCCN(C(=O)CCc1ccccc1)c1nc2ccc(F)cc2s1	-0.4	-6	0	-1.7	0.0	1.3	-1	0.8	-4	0.1	-0.3
CC(C)c1ccc(NC(=O)Cn2nnc(C(=O)NCc3ccc4c(c3)OCO4)c2N)cc1	0.0	-3	1	-1.1	0.7	0.1	-17	-0.1	3	2.1	-0.2
O=C(c1ccc([N+](=O)[O-])cc1)N1CCSC1c1ccc(Cl)cc1 (stereo not given)	-0.1	-7	2	-1.5	-1.4	0.4	-9	2.5	-1	3.0	-3.3
Oc1ccc(C[C@@H](CN2CCCC2CN2C(=S)NC[C@@H]2Cc2ccccc2)N2C[C@H](Cc3ccccc3)N(CC3CCCCCC3)C2=S)cc1 (stereo not given in full)	-0.7	4	-1	-1.3	-2.2	-2.5	-2	·	6	·	-1.0
CCCOc1ccc(/C=N/n2nnnc2N)cc1OC	-0.4	-68	0	-1.7	0.0	-2.3	-1	-1.1	-25	3.8	-1.2
CCc1nn(-c2ccccc2)c(=S)c2ccccc12	0.6	4	-2	0.3	-1.5	-0.5	-2	-1.3	3	2.9	-4.0

Quoted from the listing.
O=C(COC(=O)c1cccs1)NCCCc1ccccc1 in ssDAF12 agonist: -1.4
Cc1ccc(N2C(=O)NC(NS(=O)(=O)c3ccccc3)(C(F)(F)F)C2=O)cc1C (stereo not given) in ADAM10 inh: -13

Retrieved by structure from the list above, 2 records:
structure	DAX1 inh-1	ADAM10 inh	SMARCA2 act	ssDAF12 agonist	hgDAF-12 ag	hcDAF-12 act	NPR1 activator	DAX1 inh-2	ADAM17 inh	FXN GAA850 act	PG9 binder
Oc1ccc(C[C@@H](CN2CCCC2CN2C(=S)NC[C@@H]2Cc2ccccc2)N2C[C@H](Cc3ccccc3)N(CC3CCCCCC3)C2=S)cc1 (stereo not given in full)	-0.7	4	-1	-1.3	-2.2	-2.5	-2	·	6	·	-1.0
O=C(COC(=O)c1ccco1)Nc1cccc(S(=O)(=O)N2CCCCC2)c1	-0.3	1	2	-1.0	-0.7	-0.7	-4	-0.1	0	2.7	0.4

Screening data deposited in PubChem by several laboratories.

Rows were taken by chance, and some 6.8% of all compounds hit somewhere here.
